# M18AAP inhibitor: blocks P. falciparum M18 aspartyl aminopeptidase; recombinant PfM18AAP, H-Glu-NHMec fluorogenic cleavage; inhibition, % at 7.35 µM; actives 1.2% (n = 290,000); AID 1822;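 active = inhibition above the campaign mean inhibition over all tested compounds plus 3 SD, cut at about 28% in these data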;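 note: 0% = plate median of test compound wells and 100% = 2 mM ZnCl2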
# PHOSPHO1 inh: inhibitors of human PHOSPHO1 phosphatase | inhibition, % at 13.3 µM | Q8TCT1 | actives 1.1% (n = 290,000) | recombinant PHOSPHO1, absorbance phosphatase assay; in the data active = inhibition above about 60%
# NALP1 inh: inhibitors of NALP1 inflammasome in yeast. S. cerevisiae NALP1/ASC/caspase-1 growth, X-gal OD620, 72 h. inhibition, % at 10 µM. actives 0.61% (n = 280,000). AID 2071; in the data active = inhibition mostly above about 24%, no sharp cut-off; inactive = mostly below about 32%; note: some compounds called inactive have numbers as strong as hits
# OXTR agonist: agonists of human oxytocin receptor; P30559; CHO-OTR cells, Fluo-8 calcium fluorescence; normalized: DMSO 0%, oxytocin 100%; activation, % at 3 µM; actives 0.32% (n = 320,000); AID 2435;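 active = activation above the mean of all tested compounds plus 3 SD, cutoff set per screening run, cut at about 20% in these data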;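 note: peak over basal fluorescence ratio from a 100 s FLIPR kinetic read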
# MEKK2wt PB1 HTS: raises or lowers MEK5 binding to wildtype human MEKK2 PB1 domain; bead flow cytometry, Alexa488-MEK5 binding to MEKK2 WT; actives lie on both sides; binding response (% of control), % at 10 µM; actives 1.1% (n = 290,000); AID 1531; in the data active = binding response below about 67% or above about 130%
# MEKK2 mut-MEK5: signal of MEK5 binding to mutant human MEKK2 PB1 domain; bead flow cytometry, Alexa488-MEK5 binding to MEKK2 mutant; percent response, % at 10 µM; actives 0.35% (n = 290,000); AID 1530; in the data active = percent response above about 24%, passing the limit was not always enough; note: inactives centre near 1; some results filed as inactive read as strong as hits; reference of the scale not given here
# GPR7 antag: antagonists of human GPR7 (neuropeptides B/W receptor 1); GPR7-expressing cells, fluorescence antagonist assay; inhibition, % at 4.4 µM; actives 1.1% (n = 290,000); in the data active = inhibition above about 16%, passing the limit was not always enough;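 note: cells stimulated with the agonist NPW; 0% = agonist with vehicle and 100% = vehicle without agonist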
# Target sequence (P48145 whole entry, looked up): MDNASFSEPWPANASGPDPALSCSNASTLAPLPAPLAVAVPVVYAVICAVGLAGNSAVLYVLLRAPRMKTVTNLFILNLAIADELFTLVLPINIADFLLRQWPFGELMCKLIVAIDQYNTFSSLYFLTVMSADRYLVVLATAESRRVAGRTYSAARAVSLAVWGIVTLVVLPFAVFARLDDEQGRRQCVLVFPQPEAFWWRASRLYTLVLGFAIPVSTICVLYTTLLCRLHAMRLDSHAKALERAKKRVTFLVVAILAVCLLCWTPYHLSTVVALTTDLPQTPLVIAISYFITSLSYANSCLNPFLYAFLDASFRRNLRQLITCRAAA
# MEKK3 PB1 HTS: modulators (inhibitors or enhancers) of MEK5 binding to human MEKK3 PB1 domain; bead-based flow cytometry, Alexa488-MEK5 binding to MEKK3; actives lie on both sides; 0 = blocked by unlabeled MEK5, 100 = vehicle; Q99759; actives 1.4% (n = 290,000); binding response (% of control), % at 10 µM; AID 1529;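 active = binding response more than 3 SD above or below the average of its plate-row segment, actives on both sides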;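 note: Alexa488 bead fluorescence after subtracting the streptavidin-only scavenger bead signal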
# Target sequence (Q99759 whole entry, looked up, the tested form may be a part): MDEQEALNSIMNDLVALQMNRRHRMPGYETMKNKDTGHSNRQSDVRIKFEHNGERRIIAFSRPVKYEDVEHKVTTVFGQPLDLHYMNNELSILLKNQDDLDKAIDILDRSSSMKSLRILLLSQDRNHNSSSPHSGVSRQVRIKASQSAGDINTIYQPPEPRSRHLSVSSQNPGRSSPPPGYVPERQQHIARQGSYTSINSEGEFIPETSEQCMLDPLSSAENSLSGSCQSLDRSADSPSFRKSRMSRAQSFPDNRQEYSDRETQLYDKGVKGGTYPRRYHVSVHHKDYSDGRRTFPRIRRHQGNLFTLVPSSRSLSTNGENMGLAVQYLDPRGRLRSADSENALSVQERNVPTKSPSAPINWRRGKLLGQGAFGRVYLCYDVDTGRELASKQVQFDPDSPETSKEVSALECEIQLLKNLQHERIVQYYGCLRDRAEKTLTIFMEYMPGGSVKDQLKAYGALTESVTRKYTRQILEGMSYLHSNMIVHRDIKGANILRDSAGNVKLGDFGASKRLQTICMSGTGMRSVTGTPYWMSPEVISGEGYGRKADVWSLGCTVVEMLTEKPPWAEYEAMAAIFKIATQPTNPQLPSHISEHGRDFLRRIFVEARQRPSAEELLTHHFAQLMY
# FID counter: displaces DNA intercalator in HCV helicase counter-screen. actives 0.17% (n = 290,000). AID 1845. DNA fluorescent intercalator displacement, fluorescence. inhibition, % at 7.9 µM; in the data active = inhibition above about 37%;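 note: 0% = vehicle and 100% = reference compound; higher means more ethidium bromide displaced from hairpin DNA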
# * = called active by the depositor; . = no result given; & = joins results of further samples. No enrichment for hits; about 6.2% have a hit in one of these screens.
SMILES,M18AAP inhibitor,PHOSPHO1 inh,NALP1 inh,OXTR agonist,MEKK2wt PB1 HTS,MEKK2 mut-MEK5,GPR7 antag,MEKK3 PB1 HTS,FID counter
Cc1sc2c(c1C)CN(C1CC(C)(C)NC(C)(C)C1)CN2C(=O)c1ccco1,-1,6,18,0.7,.,.,16,.,7
COc1ccc(CN2CN(C3CCCC3)CSC2=S)cc1,3,-10,9,-0.8,90,-6,-4,94,6
CN1CCN(c2ccc(C(F)(F)F)cc2NC(=O)Nc2ccccc2)CC1,0,27,2,34*,150*,18,62*,109,29
CCOC(=O)c1c(/N=C/N(C)C)sc(C=O)c1-c1ccccc1,-10,28,2,-1.5,96,-1,-14,101,-9
CC(=O)Nc1cc(-c2ccc(Cl)cc2)[nH]n1,-5,-1,13,0.9,85,-6,6,96,0
Cc1ccc(C(=O)Oc2cc(-c3ccccc3)no2)cc1,9,16,9,0.4,101,0,-6,99,5
Cc1cc(C)nc(SCC(=O)Nc2ccc(N3CCOCC3)c(Cl)c2)n1,-18,-3,20,9.8,91,2,11,92,-18
COc1cc(/C=C(/C#N)C(=O)NCCCc2ccccc2)ccc1OCC(=O)O,7,-36,9,-0.2,100,-2,-7,99,-27
CCOC(=O)N1CCN(C(=O)COc2ccc(S(=O)(=O)Nc3ccc(OCC)cc3)cc2)CC1,-2,-3,29,6.1,103,5,-3,104,-35
O=C(Cn1c(=O)c(=O)n(Cc2ccccc2)c2ccc(Cl)cc21)Nc1ccc(F)cc1F,5,4,-4,-0.4,94,-3,-16,101,1
CCc1nc2ccc(C(=O)N3CCN(c4cccc(OC)c4)CC3)cc2nc1CC,7,23,24,-2.8,95,-3,5,95,-57
CC1(C)OC(=O)C(=CNc2ccc(F)cc2)C(=O)O1,4,-8,11,2.8,101,-1,-14,101,3
CCOC(=O)/C(C(N)=NCCCO)=C(/O)c1ccccc1,1,45,10,0.4,93,-4,-12,93,-4
COc1cc(NC(=O)c2ccc(C(=O)c3ccccc3)cc2)cc(OC)c1OC,-1,4,8,2.2,101,-4,-17,103,-32
Cc1oc(/N=C/c2cccc([N+](=O)[O-])c2)c(C#N)c1C,5,.,.,0.9,96,0,-4,99,0

# In another format: results already given
Cc1cc(C)nc(SCC(=O)Nc2ccc(N3CCOCC3)c(Cl)c2)n1
  M18AAP inhibitor: -18
  PHOSPHO1 inh: -3
  NALP1 inh: 20
  OXTR agonist: 9.8
  MEKK2wt PB1 HTS: 91
  MEKK2 mut-MEK5: 2
  GPR7 antag: 11
  MEKK3 PB1 HTS: 92
  FID counter: -18
COc1cc(/C=C(/C#N)C(=O)NCCCc2ccccc2)ccc1OCC(=O)O
  M18AAP inhibitor: 7
  PHOSPHO1 inh: -36
  NALP1 inh: 9
  OXTR agonist: -0.2
  MEKK2wt PB1 HTS: 100
  MEKK2 mut-MEK5: -2
  GPR7 antag: -7
  MEKK3 PB1 HTS: 99
  FID counter: -27
CCOC(=O)N1CCN(C(=O)COc2ccc(S(=O)(=O)Nc3ccc(OCC)cc3)cc2)CC1
  M18AAP inhibitor: -2
  PHOSPHO1 inh: -3
  NALP1 inh: 29
  OXTR agonist: 6.1
  MEKK2wt PB1 HTS: 103
  MEKK2 mut-MEK5: 5
  GPR7 antag: -3
  MEKK3 PB1 HTS: 104
  FID counter: -35
O=C(Cn1c(=O)c(=O)n(Cc2ccccc2)c2ccc(Cl)cc21)Nc1ccc(F)cc1F
  M18AAP inhibitor: 5
  PHOSPHO1 inh: 4
  NALP1 inh: -4
  OXTR agonist: -0.4
  MEKK2wt PB1 HTS: 94
  MEKK2 mut-MEK5: -3
  GPR7 antag: -16
  MEKK3 PB1 HTS: 101
  FID counter: 1

# Next part:
SMILES,M18AAP inhibitor,PHOSPHO1 inh,NALP1 inh,OXTR agonist,MEKK2wt PB1 HTS,MEKK2 mut-MEK5,GPR7 antag,MEKK3 PB1 HTS,FID counter
CCS(=O)(=O)N1CCC(C(=O)Nc2cc(Cl)ccc2O)CC1,-2,-1,-36,1.1,95,-1,5,102,2
CCN1CCN(C(=O)c2ccc3c(c2)S(=O)(=O)c2ccccc2C3=O)CC1,0,18,-1,-1.0,82,-13,-12,74,9
CCCCC(CCC(=O)Nc1cccc([N+](=O)[O-])c1)C(=O)O (stereo unspecified),-1,17,.,0.1,97,1,-16,101,0
Cc1ccc(-n2c(O)c(C=Nc3ccccc3-c3n[nH]c(=S)[nH]c3=O)c3ccccc3c2=O)cc1C,7,18,12,.,87,-7,-7,104,-39
CC1=C(C(=O)N2CCOCC2)C(c2ccccc2F)C2=C(CC(C)(C)CC2=O)N1 (stereo unspecified),-4,-4,-2,1.3,110,6,8,106,-14
COc1ccc(-c2nnc(SCC(=O)Nc3cc(C)on3)n2N)cc1OC,5,75*,-5,0.6,102,-1,-2,96,-3
CCOC(=O)c1ccc(-c2ccc(/C=N/NC(=O)CN(c3ccccc3Cl)S(C)(=O)=O)o2)cc1,2,-6,17,0.5,110,2,-4,141*,5
CC1=NN(C(N)=S)C(=O)C1N=Nc1ccc(C)c(Br)c1 (stereo unspecified),13,27,-3,2.1,108,9,-5,104,-20
Cc1cc2nc(C(F)(F)F)[nH]c(=O)n2n1,3,-11,-16,1.2,106,3,-1,107,-2
COc1ccc(C(=O)CCC(=O)NCCc2ccccc2F)cc1,1,34,16,-1.7,108,6,-6,108,-17
O=C(NCc1cccs1)c1cnn2cccnc12,5,7,2,0.4,98,-3,-3,97,-2
O=C1CC(c2cccs2)c2cc3c(cc2N1)OCCO3 (stereo unspecified),-4,6,.,4.7,104,3,-16,106,2
FC(F)Oc1cccc2cccnc12,7,11,-80,0.1,93,-6,-3,92,-1
CC(=O)N1CCOc2ccc(S(=O)(=O)NCc3ccc(C)cc3)cc21,3,26,0,4.7,102,4,-3,103,-25
c1ccc(-c2cccc(-c3ccccc3)n2)cc1,-1,14,5,-1.1,106,11,14,108,-11
CCOc1ccc(N(CC(=O)Nc2ccccc2Cl)S(C)(=O)=O)cc1,5,35,-3,-0.2,107,9,-1,105,-23
COc1ccc(-c2c(C)nn(-c3ccccc3)c2N)cc1OC,0,-1,5,-1.1,96,5,-11,93,-4
COc1cc(C=O)ccc1OCC(=O)Nc1ccccc1N1CCOCC1,1,32,4,.,100,0,-14,102,-31
S=C(Nc1ccc(Cl)cc1Cl)NC1CCN(Cc2ccccc2)CC1,3,3,42,5.0,96,53*,-3,108,14
Clc1cccc(/C=N/Nc2nnc(Cl)c3ccccc23)c1,6,11,-4,-1.6,100,3,-1,101,-4
COc1cccc(CC(NC(C)=O)C(=O)NC2CCN(C(=O)c3ccncc3)CC2)c1OC (stereo unspecified),1,14,14,.,100,0,-9,103,-6
CC(=O)N1CCN(S(=O)(=O)c2ccc(S(=O)(=O)N3CCCC(C)C3)cc2)CC1 (stereo unspecified),3,40,7,0.1,101,2,-11,99,-8
CCCN(CCC)C(=O)c1ccc2c(c1)N(Cc1ccccc1)C(=O)CS2=O (stereo unspecified),11,-9,20,-1.2,98,-5,-3,95,-20
CN(C)CCCN(C(=O)COc1ccc(Cl)cc1)c1nc2ccc(F)cc2s1,-1,30,-12,19,122,2,0,103,13
CNC(=O)Cn1nc(-c2ccc(Cl)cc2)c2ccccc2c1=O,-3,46,39,0.8,106,3,18,104,-6
CC1(C)S[C@@H]2[C@H](NC(=O)C(NC(=O)N3CCNC3=O)c3ccccc3)C(=O)N2[C@H]1C(=O)O (stereo partly specified),-11,.,13,0.4,104,2,2,104,-20
c1ccc(Nc2nc(NCC3CCCO3)c3ccccc3n2)cc1 (stereo unspecified),-4,20,13,1.0,114,2,16,104,22
COc1ccc(C(=O)NC(=S)NNC(=O)c2ccco2)cc1,-4,-61,-8,2.0,99,0,-1,102,-12
CSc1ncccc1C(=O)Nc1ccc(S(=O)(=O)Nc2nccs2)cc1,1,-12,35,-1.1,105,-2,-10,100,-5
N#CN=C(c1ccccc1)c1ccccc1,0,24,-2,0.1,97,1,-11,96,-5
CCN1CCN(c2cc(C)c3cc(NC(=O)c4cnccn4)ccc3n2)CC1,.,4,0,-0.4,119,19,.,100,.
CCCOc1ccc(C(=O)Nc2c[nH]c(=O)[nH]c2=O)cc1,3,-29,9,0.1,110,5,2,103,6
CCOc1ccc(N2C=Nc3ccc(OCC)cc3C2)cc1,-3,37,36,-1.4,105,2,9,100,-5
CCOC(=O)C1CCCN(c2c(Nc3cccc(C)c3)c(=O)c2=O)C1 (stereo unspecified),6,-18,0,-0.1,109,2,-6,104,-14
CCn1c(C(=O)N2CCCC(C(=O)NCCc3ccc(C)cc3)C2)cc2sccc21 (stereo unspecified),4,1,7,9.1,90,-5,-2,88,-41
O=C(Nc1ccc(N2CCOCC2)c(Cl)c1)c1ccccc1F,-5,12,-9,1.4,98,-2,-4,100,-10
Cc1ccc(S(=O)(=O)N2CCCCC2C(=O)N(C)c2ccccc2)cc1 (stereo unspecified),5,44,2,-1.9,98,2,-10,99,-39
CN1C(=O)/C(=C\c2ccc(N(C)C)cc2)OC1=S,7,30,12,.,102,3,44*,101,-1
C[C@@H]1CC[C@]2(O[C@H](CCO)C[C@@H](O)[C@@H]2O)O1,.,.,.,0.3,98,-3,.,101,.
CSc1nc2cc(Oc3cccc(Cl)c3Cl)c(Cl)cc2[nH]1,14,44,-7,-1.5,103&99,1&-3,-7,99&100,17
COc1ccc(-c2cc3nc4n(c(=O)c3s2)CCCCC4)cc1,-1,25,2,-1.2,97,-3,-12,96,-5
O=C(Oc1ccccc1C(=O)N1CCOCC1)c1ccccc1,-6,-3,25,-0.3,97,0,-6,93,-2
CC(C)CCN1CCN(Cc2ccon2)CC1CCO (stereo unspecified),2,35,2,0.7,94,-4,-4,97,-2
O=C(c1ccc(COc2ccccc2Cl)o1)N1N=C(C(F)F)CC1(O)C(F)F (stereo unspecified),-3,-19,10,0.1,94,-2,-2,96,-14
CC(=O)Nc1ccc(NC(=O)/C=C/c2ccc3c(c2)OCO3)cc1,1,32,-13,1.3,98,-5,-2,96,-10
O=C(NCC1(c2ccccc2)CCCC1)c1ccco1,-5,37,9,0.6,103,2,1,104,-10
CCCCN(C(=O)NC(=O)Nc1nc2ccc(OC)cc2s1)S(C)(=O)=O,13,3,2,0.0,101,-1,-8,95,0
O=C(Nc1cccc(C(=O)N2CCN(c3ccc(F)cc3)CC2)c1)c1ccccc1,-1,8,10,1.4,96,3,8,98,-25
CC(C(=O)N1CCOCC1)N1C(=O)C2C3CC(C(Br)C3Br)C2C1=O (stereo unspecified),0,11,18,1.2,103,4,-1,103,-1
COc1cccc(NC(=O)CSc2nnc(-c3ccoc3C)n2C)c1,3,16,1,0.3,105,-1,13,101,-15
CSc1c(-c2ccccc2)nc2ccccc2c1C(=O)O,-5,-32,-3,-0.4,100,-3,-9,102,2
O=c1[nH]c2ccc(NC(=S)Nc3ccc(Cl)cc3)cc2[nH]1,-20,4,6,0.1,103,8,14,105,4
CCc1nnc(NC(=O)c2cnccn2)s1,4,-36,-17,1.3,101,2,-13,96,4
Cn1nc([N+](=O)[O-])nc1Sc1ccc(C(C)(C)C)cc1,6,6,25,-0.6,.,.,-7,.,-3
CSc1ccccc1C(=O)OCC(=O)NC1CCS(=O)(=O)C1 (stereo unspecified),-5,-47,9,-1.5,96,-2,-9,93,6
Cc1ccccc1-c1nc(CN2CCCC(C(=O)NCc3cccnc3)C2)c(C)o1 (stereo unspecified),-2,24,8,-1.1,103,2,-13,100,1
Cc1cc(N2C(=O)[C@@H]3[C@H](C2=O)[C@@H]2C[C@H]3C(Br)C2Br)no1 (stereo partly specified),2,37,13,1.5,108,18,-13,105,1
C/C(=N\n1nnnc1Nc1ccccc1)c1ccc(N)cc1,3,42,9,-0.1,102,7,-3,104,-3
COc1ccccc1NC(=O)c1cc2c(=O)n(C)c3ccccc3c2n1C,2,27,.,-1.7,98,-3,-2,105,-19
Cc1ccc(NC(=O)c2ccc(F)c(S(=O)(=O)N3CCOCC3)c2)cc1F,-1,14,14,8.4,101,5,-11,100,6
Cc1nc2ccccc2c2oc(C(=O)NCCCN3CCCC(C)C3)cc12 (stereo unspecified),-1,16,5,0.8,104,3,-4,102,27
